Vif-A3G inh = qHTS for Inhibitors of Vif-A3G Interactions: qHTS. HeLa A3G-eYFP + Vif (tagged APOBEC3G with the HIV-1 protein that degrades it), YFP fluorescence, overnight. Potency, µM (titrated, usually from 46.1 µM), for inactives: at the top dose activity, negative = active, hits mostly inhibitors. actives 0.076% (n = 410,000);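 also: % is scaled to controls: 0 for no effect and ±100 for the full control effect; nearly all actives have a fitted effect of over 60% in size; hits raise eYFP signal because A3G escapes Vif-driven loss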
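HeLa cells stably expressing Vif and C-terminally eYFP-tagged A3G, seeded overnight at 37 deg C, then exposed to compound by pintool overnight at 37 deg C. Rise in yellow fluorescence (Ex 488/Em 500-530, Acumen) marks blocked Vif-driven A3G degradation.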
mIDH1 inhibitor = qHTS for Inhibitors of mutant isocitrate dehydrogenase 1 (IDH1): qHTS; IDH1-R132H enzyme, NADPH consumption, diaphorase/resazurin fluorescence; Potency, µM (series often up to 76.6 µM), for inactives: at the top dose activity change, negative = inhibition, actives largely listed as inhibitors; actives 0.093% (n = 390,000); also: % is scaled to controls: 0 for no effect and ±100 for the full control effect; nearly all actives have a fitted effect of over 65% in size
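IDH1-R132H (0.5 ug/mL dispensed) in pH 7.5 Tris buffer was preincubated 30 min with compound, then given a substrate mix of 0.016 mM NADPH and 2 mM alpha-KG for 80 min at room temperature; remaining NADPH was read by diaphorase/resazurin fluorescence.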
TrxR1 inh = qHTS Assay for Inhibitors of Mammalian Selenoprotein Thioredoxin Reductase 1 (TrxR1): qHTS. Potency, µM (series often up to 114 µM), inactives show at the highest dose activity change, negative = inhibition, most hits filed as inhibitors. recombinant rTrxR1, NADPH fluorescence consumption, selenite substrate. actives 1% (n = 390,000). Thioredoxin reductase 1, cytoplasmic (Rattus norvegicus), O89049; also: % is scaled to controls: 0 for no effect and ±100 for the full control effect; nearly all actives have a fitted effect of over 65% in size
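Rat TrxR1 (90 nM in the dispensed reagent) was pre-reduced with 400 uM NADPH for 5 min at room temperature, then incubated with compound for 15 min. After 400 uM selenite was added, NADPH fluorescence (Ex 340/Em 450 nm) was followed for 8 min.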
USP1 inh = Inhibitors of USP1/UAF1: Primary Screen; actives 0.23% (n = 390,000); recombinant USP1/UAF1, Ub-Rhodamine cleavage fluorescence; Ubiquitin carboxyl-terminal hydrolase 1 (Homo sapiens), O94782; Potency, µM (highest dose often 57.1 µM), without a hit: at the highest dose activity change, negative = inhibition, hits mostly inhibitors; also: % is scaled to controls: 0 for no effect and ±100 for the full control effect; nearly all actives have a fitted effect of over 60% in size; inactives centre near -12
Target sequence (O94782 whole entry, looked up): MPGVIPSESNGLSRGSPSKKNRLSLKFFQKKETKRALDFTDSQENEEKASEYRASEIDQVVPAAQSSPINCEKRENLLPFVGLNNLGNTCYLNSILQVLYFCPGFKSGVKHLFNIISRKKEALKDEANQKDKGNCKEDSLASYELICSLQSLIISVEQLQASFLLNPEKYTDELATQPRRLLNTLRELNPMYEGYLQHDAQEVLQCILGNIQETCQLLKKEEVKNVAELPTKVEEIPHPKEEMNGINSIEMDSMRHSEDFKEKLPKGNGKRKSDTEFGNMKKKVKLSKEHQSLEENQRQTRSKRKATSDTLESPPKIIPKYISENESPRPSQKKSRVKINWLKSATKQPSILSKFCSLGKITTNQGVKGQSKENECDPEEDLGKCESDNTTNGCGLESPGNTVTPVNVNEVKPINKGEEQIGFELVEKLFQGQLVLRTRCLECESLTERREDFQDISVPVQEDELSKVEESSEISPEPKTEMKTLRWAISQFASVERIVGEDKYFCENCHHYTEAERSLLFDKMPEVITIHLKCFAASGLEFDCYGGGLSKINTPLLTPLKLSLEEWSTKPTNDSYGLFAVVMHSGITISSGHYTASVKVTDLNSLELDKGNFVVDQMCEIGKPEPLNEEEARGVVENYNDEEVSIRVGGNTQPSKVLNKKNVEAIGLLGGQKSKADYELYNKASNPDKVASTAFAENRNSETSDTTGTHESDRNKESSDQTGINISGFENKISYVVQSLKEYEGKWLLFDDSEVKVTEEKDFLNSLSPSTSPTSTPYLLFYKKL
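USP1/UAF1 complex (1 nM) preincubated 15 min at room temperature with compound, then Ub-Rho substrate (150 nM final) added. Kinetic fluorescence at 480/540 nm over 6 reads at 60 s intervals; 50 mM HEPES pH 7.8, 0.5 mM EDTA, 0.1 mg/ml BSA, 1 mM TCEP, 0.01% Tween-20.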
TrxR1 substrate = qHTS Assay for Substrates of Mammalian Selenoprotein Thioredoxin Reductase 1 (TrxR1): qHTS | purified TrxR1 substrate turnover, NADPH consumption readout | Potency, µM (titrated, usually from 114 µM), inactives show top-dose activity change, negative = substrate turnover | actives 0.01% (n = 390,000) | AID 588456, 2011; also: % is scaled to controls: 0 for no effect and ±100 for the full control effect; nearly all actives have a fitted effect of over 50% in size
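Rat TrxR1, dispensed at 90 nM, was prereduced with 400 uM NADPH (final) for 5 min at ~22 deg C, then incubated with compound 15 min before 400 uM selenite. A first-read NADPH fluorescence drop versus no-compound background flagged substrates.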
RGS4 inhibitor = Inhibitors of Regulator of G Protein Signaling (RGS) 4: qHTS | Potency, µM (top dose mostly 114 µM), inactives show at the top dose activity change, negative = inhibition, usual class: inhibitors | AID 504845, 2011 | Transcreener GDP fluorescence polarization, RGS4-accelerated GTP hydrolysis | Regulator of G-protein signaling 4 (Homo sapiens), P49798 | actives 0.039% (n = 390,000); also: % is scaled to controls: 0 for no effect and ±100 for the full control effect; nearly all actives have a fitted effect of over 75% in size; some results filed as inactive show a strong effect at the top dose
Target sequence (P49798 whole entry, looked up): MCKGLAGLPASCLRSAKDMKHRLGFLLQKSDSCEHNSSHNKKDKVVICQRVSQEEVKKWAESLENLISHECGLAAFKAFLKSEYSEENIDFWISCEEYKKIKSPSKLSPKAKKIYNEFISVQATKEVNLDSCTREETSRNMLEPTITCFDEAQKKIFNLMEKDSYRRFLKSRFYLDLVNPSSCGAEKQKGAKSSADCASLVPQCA
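MLSMR compounds (23 nl, pin-transferred) preincubated 10 min at room temperature with a 500nM (2x) first reagent, then RGS4 at 900nM (2x) plus Transcreener GDP mix added; fluorescence polarization (620/688 nm) read before and after 90 min at 30 °C.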
Vif-A3F inh = qHTS for Inhibitors of Vif-A3F Interactions: qHTS; HeLa A3F-eYFP + Vif (tagged APOBEC3F with the HIV-1 protein that degrades it), YFP fluorescence increase; Potency, µM (titrated, usually from 46.1 µM), inactives show at the highest dose activity, negative = active; actives 0.2% (n = 390,000); AID 602313, 2012; also: % of control where 0% means no effect; nearly all actives have a fitted effect of over 65% in size
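HeLa cells stably expressing A3F-eYFP plus Vif, plated and incubated overnight at 37 deg C, then exposed to compounds overnight at 37 deg C. Blocked degradation read as raised yellow fluorescence (Ex 488/Em 500-530).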
ALOX12 inh = Primary qHTS assay for inhibitors of human arachidonate 12S-lipoxygenase (ALOX12): Round 2; Polyunsaturated fatty acid lipoxygenase ALOX12 (Homo sapiens), P18054; actives 1.1% (n = 580,000); AID 1671190, 2021; purified 12hLO, xylenol orange hydroperoxide absorbance; Potency, µM (doses to about 108 µM), for inactives: at the highest dose activity change, negative = inhibition, most hits filed as inhibitors; also: % is scaled to controls: 0 for no effect and ±100 for the full control effect
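Purified human 12hLO (150 nM final) in 25 mM Hepes, 0.01% Triton X-100, pH 7.0 was preincubated 15 min at room temperature with compound. Then 40 uM arachidonic acid was added, 30 min. Hydroperoxide was read by Fe-XO absorbance ratio 573/405 nm.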
RXFP1 agonist = qHTS Assay for Agonists of the Relaxin Receptor RXFP1 | Relaxin receptor 1 (Homo sapiens), Q9HBX9 | HEK293T-RXFP1 cAMP TR-FRET, 30 min; response scale: percent of porcine relaxin response, buffer zero | Potency, µM (highest dose often 57.5 µM), for inactives: at the highest dose activation, most hits filed as activators | actives 0.3% (n = 370,000); also: % is scaled to controls: 0 for no effect and ±100 for the full control effect; nearly all actives have a fitted effect of over 60% in size; many of its hits are not listed in these tables
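HEK293T cells stably expressing RXFP1 were pretreated with the PDE4 inhibitor Ro 20174, exposed to compounds for 30 min at 37C, lysed, and cAMP was read by TR-FRET. Data normalized to buffer (basal) and 29 nM porcine relaxin (100%).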
* hit, by the source's call; u = inconclusive; x = no result given; [ ] = another dose, or the depositor's remark. Calls follow the shape of the dose curve; as a rule, active = well fitted curve in the direction sought with a large enough effect; inconclusive = small, poorly fitted or top-dose-only effect, or another doubt; inactive = no such curve, though single readings can be large; an effect the other way counts as inactive or inconclusive. Potency is read from the fitted curve at half-maximal effect. This is a subset; the hit share may differ from the screen's.

SMILES	Vif-A3G inh	mIDH1 inhibitor	TrxR1 inh	USP1 inh	TrxR1 substrate	RGS4 inhibitor	Vif-A3F inh	ALOX12 inh	RXFP1 agonist
COc1ccc(C2(CNC(=O)c3cc([N+](=O)[O-])cc([N+](=O)[O-])c3)CCCC2)cc1OC	-6%	4%	-1%[57.1 µM]	-18%	13%[57.1 µM]	-51%	2%	-8%	1.5%
O=C(O)c1ccc2c(=O)n3c(nc2c1)/C(=C/c1cccc(O)c1)CC3	3%	11%	4%	-26%	-10%	-13%	-2%	7.9µM*	-2.4%
Cc1cccn2c(=O)c(/C=C(\C#N)S(=O)(=O)c3ccccc3)c(N3CCN(Cc4ccccc4)CC3)nc12	2%	3%	-10%	-19%	-2%	4%	-6%	5%	-2.3%
O=c1ccc(S(=O)(=O)N2CCCC2)cn1Cc1nc(-c2ccc(F)cc2)no1	0%	1%	-18%	-13%	-11%	-5%	-10%	-21%	-0.2%
O=C(c1ccc(Br)s1)N1CCN(C/C=C/c2ccccc2)CC1	1%	0%	-1%	-5%	4%	-3%	1%	u	0.9%
CCCC(CNC(=O)COC(=O)C1=NNC(=O)CC1)c1ccc(Cl)cc1Cl (stereo not given)	1%	7%	21%	u	2%	-6%	3%	u	x
N=Nc1c(O)n(CC(=O)Nc2ccccc2)c2ccccc12	1%	-1%	36%[2.29 µM]	-10%	-4%	5%	-3%	20%	-2.1%
CC/C(C)=C1/NC(=O)NC1=O	3%	0%	3%	2%	-2%	8%	1%	-1%	x
CCc1cccc(C)c1Nc1c(-c2ccc(N3CCOCC3)cc2)nc2ncccn12	1%	-17%	-15%	-22%	-10%	1%	-11%	u	12%
CCOc1ccccc1Nc1nc2ccccc2n1C(C)C	-6%	0%	0%[57.1 µM]	-19%	-7%[57.1 µM]	-4%	25%	8%	-0.1%
CCN1C(=O)[C@H]2[C@@H](c3ccccc3)N[C@]3(CCCN(Cc4ccccc4)C3=O)[C@H]2C1=O	3%	1%	x	-21%	x	x	-7%	u	x
CCN1CCC(N(Cc2ccc(F)cc2)C(=O)Nc2cc(C)ccc2C)CC1	1%	-10%	0%	-13%	-2%	2%	4%	3%	1.9%
CN1CCCC(OC(=O)c2ccccc2Br)C1 (stereo not given)	3%	3%	38%[activator]	-17%	10%[2.29 µM]	-3%	-2%	u	2.0%
CN(C(=O)c1ccc(NC(=O)Cc2cccc(NC(=O)C3CCCN(C(=O)C4CCCC4)C3)c2)cc1)C1CCCC1 (stereo not given)	1%	-17%	24%	-8%	-1%	2%	1%	12%	-0.3%
CCOC(=O)c1cc(-c2ccc(F)cc2)n(CCC(=O)Nc2ccccc2OC)c1C	2%	-4%	12%[57.1 µM]	-31%	-3%[57.1 µM]	-5%	-4%	u	-0.2%
O=C(Nc1cccc(C(F)(F)F)c1)C1CCCN(S(=O)(=O)c2cccc3nsnc23)C1 (stereo not given)	0%	-4%	12%	-14%	1%	13%	-20%	-31%	14%
CCOc1ccc(NC(=O)CSc2nnc(CNC(=O)c3cccs3)o2)cc1	1%	-14%	16%	-21%	0%	2%	6%	-32%	-2.9%
CCn1c(SCC(=O)c2cc(C)n(-c3ccc(C(=O)OC)cc3)c2C)nnc1-c1cccnc1	1%	29%	-8%	-17%	-4%	u	x	-3%	1.5%
COC(=O)c1cc2sc(C)cc2n1Cc1ccc(F)cc1Cl	x	x	21%	-15%	2%	20%	x	-18%	0.8%
CN1CCN(c2nc(N3CCN(CCO)CC3)nc3ccccc23)CC1	4%	4%	2%	-17%	43%[activator]	1%	-12%	-21%	1.1%
CCc1nn(C(C)C(=O)N(C)Cc2ccccc2)c(=O)c2cc3occc3n12 (stereo not given)	0%	8%	-3%	-18%	5%	-17%	0%	-18%	1.6%
CCC(=O)Nc1ccc2ccccc2c1	-1%	1%	-5%	-11%	-6%	-4%	3%	-7%	1.5%
CC(NC(=O)COc1ccc(-c2ccccc2)cc1)C1CCCO1 (stereo not given)	4%	5%	-7%	-18%	-4%	-25%	7%	1%	-0.5%
COc1cccc(NC(=O)CN(C)C(=O)c2ccccc2OCc2c(C)noc2C)c1	-1%	-9%	8%	-6%	-5%[57.1 µM]	15%	0%	8%	0.2%
CCOc1cnn(-c2cc(Oc3ccc(C)cc3)ncn2)c(=O)c1Cl	0%	13%	15%	-12%	7%	-1%	1%	0%	2.4%

Single records, from the list above:
O=c1ccc(S(=O)(=O)N2CCCC2)cn1Cc1nc(-c2ccc(F)cc2)no1 in the list: Vif-A3G inh = 0%; mIDH1 inhibitor = 1%; TrxR1 inh = -18%; USP1 inh = -13%; TrxR1 substrate = -11%; RGS4 inhibitor = -5%; Vif-A3F inh = -10%; ALOX12 inh = -21%; RXFP1 agonist = -0.2%
CCOc1ccc(NC(=O)CSc2nnc(CNC(=O)c3cccs3)o2)cc1 in the list: Vif-A3G inh = 1%; mIDH1 inhibitor = -14%; TrxR1 inh = 16%; USP1 inh = -21%; TrxR1 substrate = 0%; RGS4 inhibitor = 2%; Vif-A3F inh = 6%; ALOX12 inh = -32%; RXFP1 agonist = -2.9%

Remaining list, next part
SMILES	Vif-A3G inh	mIDH1 inhibitor	TrxR1 inh	USP1 inh	TrxR1 substrate	RGS4 inhibitor	Vif-A3F inh	ALOX12 inh	RXFP1 agonist
CC(C)(C)c1ccccc1NC(=O)c1ccc(-n2cncn2)c([N+](=O)[O-])c1	1%	8%	16%[57.1 µM]	-18%	2%[57.1 µM]	-16%	-9%	0%	0.7%
CCCCNC(=O)CN1CCN(c2ccc(NC(=O)c3ccc(OC)cc3)cc2C(=O)O)CC1	-2%	-4%	13%[57.1 µM]	17%	4%[57.1 µM]	6%	0%	-1%	-0.3%
Cc1ccc(S(=O)(=O)N2CCN(C(=O)/C=C/c3ccco3)CC2)cc1	-1%	4%	8%[57.1 µM]	-2%	6%[57.1 µM]	-6%	9%	u	1.4%
COC(=O)c1ccc(C23CC4(C2)[C@H](CN(CC2CCCCC2)[C@@H]4c2ccccc2)C3c2ccccc2)cc1 (stereo not given in full)	2%	-4%	0%[57.1 µM]	-20%	4%[57.1 µM]	-18%	2%	-5%	0.0%
CN(Cc1ccccc1F)C(=O)CN1CCN(S(=O)(=O)c2ccc3c(c2)OCCCO3)CC1	1%	-2%	43%[activator]	-15%	-4%	48%	5%	25%	3.2%
COC(CNC(=O)C1CCN(C(=O)c2cc3oc(C)cc3n2Cc2c(F)cccc2Cl)CC1)OC	1%	8%	12%[57.1 µM]	-13%	6%[57.1 µM]	-16%	0%	-13%	-1.4%
Cn1nnc(NC(=S)NC(=O)c2cc(Cl)ccc2Cl)n1	2%	9%	u	-17%	5%	-45%	u	u	0.5%
Cc1cc(C)cc(N(CC(=O)NC2CCC(C)CC2)S(=O)(=O)c2c(C)[nH]c(=O)[nH]c2=O)c1 (stereo not given)	2%	-2%	19%	-23%	5%	-2%	-1%	0%	-3.8%
COc1ccc(NC(=O)NCCN2CCN(c3cc(OC)ccc3OC)CC2)cc1	0%	16%	22%	-18%	4%	17%	0%	16%	1.0%
CCc1ccc(/C=C/C(=O)c2ccc(N3CCOCC3)cc2)cc1	-1%	4%	-4%[57.1 µM]	-11%	3%[57.1 µM]	-33%	-2%	1%	-2.7%
CCC(C(=O)Nc1nccs1)(C(F)(F)F)C(F)(F)F	2%	-3%	4%	-8%	11%[57.1 µM]	1%	-4%	28%	-0.2%
COCCOC(=O)C1=C(C)NC(=S)NC1c1cccs1 (stereo not given)	3%	-4%	-6%	-22%	-8%	-27%	5%	-22%	-0.5%
CC1C/C(=C\c2ccccc2[N+](=O)[O-])c2nc3ccccc3c(C(=O)O)c2C1 (stereo not given)	-9%	-28%	7%	-20%	-5%	-2%	-12%	u	3.8%
O=C(CCSCc1ccccc1F)N1CCN(c2ccc(F)cc2)CC1	1%	-1%	20%[57.1 µM]	-11%	9%[57.1 µM]	-2%	1%	u	0.2%
COc1ccc(C=C2C=C(C(C)(C)C)C(=O)C(C(C)(C)C)=C2)cc1OC	-2%	5%	11µM*	-35%	1%	-32%[56.9 µM]	-12%	u	-0.2%
CCCOc1cccc(C(=O)Nc2ccc(-c3cc4ccccc4oc3=O)c(C)c2)c1	3%	30%	76%[activator]	-18%	131%[activator]	-5%	-7%	-23%	9.0%
COC(=O)c1cccc(CSc2nnc(C)s2)c1	0%	0%	1%	-18%	2%	-16%	2%	-9%	-0.2%
CCOC(=O)c1oc2ccc(CNC(C)(C)C)c(Cl)c2c1C	4%	10%	14%	-7%	8%	-8%	9%	u	1.3%

High-throughput results (PubChem)
